Assay outcomes deposited in PubChem by NCI.
All columns: NCI-60 one-dose screen, growth in % after 48 h at 10 µM unless noted; 100 = growth as untreated, 0 = no growth, -100 = all killed.
KM12 – KM12 colon cancer cells | 82,000 tested, 5% active | AID 1794800
IGROV1 – IGROV1 ovarian cancer; AID 1794786; 79,000 tested, 4.7% active
SW-620 – SW-620 colon cancer | 82,000 tested, 5.2% active | AID 1794795
HCT-15 – HCT-15 colon cancer. 82,000 tested, 5.2% active. AID 1794746
HT29 – HT29 colon cancer; 81,000 tested, 7.4% active
OVCAR-4 – OVCAR-4 ovarian cancer cells | 80,000 tested, 3.7% active
HCT-116 – HCT-116 colon cancer; 82,000 tested, 7.3% active
SK-OV-3 – SK-OV-3 ovarian cancer cells; AID 1794785; 80,000 tested, 3.2% active
COLO 205 – COLO 205 colon cancer. 79,000 tested, 7.3% active. AID 1794742
The depositor's hits bear a star; · = no result given. Rule for the calls: active = growth percent below 10; inactive = the rest.

SMILES	KM12	IGROV1	SW-620	HCT-15	HT29	OVCAR-4	HCT-116	SK-OV-3	COLO 205
CCCCCCCC[C@@H](O)CC(=O)N[C@@H](CC(N)=O)C(=O)N[C@@H](CCC(N)=O)C(=O)N[C@@H](CC(=O)c1cc(C)cc(O)c1C(=O)c1c(O)cccc1O)CC(C)C	1.6*	15	18	46	2.6*	41	-9.3*	63	14
CN=S(=O)(OCCCCOS(=O)(=NC)c1ccc(C)cc1)c1ccc(C)cc1 (stereo not given)	100	98	115	97	98	105	105	90	108
CC/C(=C(\c1ccc(O)cc1)c1ccc(OCCNC)cc1)c1ccccc1	66	97	90	70	56	89	62	93	91
CC1Cc2c(N(C)C)ncnc2N(C)c2ccccc21 (stereo not given)	102	100	103	102	100	100	90	108	121
COc1cccc(/C=C2\Oc3cc(OCCN4CCC(Cc5ccccc5)CC4)ccc3C2=O)c1	96	88	86	74	65	80	69	92	77
CC(C)NC(=O)C1CCCCC1	101	116	103	102	85	114	93	76	91
N#CCNC(=O)c1ccccc1	96	104	108	106	89	97	83	98	100
Cc1cc(O)c(N=Nc2ccc(C(=O)O)cc2)cc1C	107	98	107	99	108	107	82	85	108
NS(=O)(=O)c1ccc(N=Nc2c(O)n(Cc3ccccc3)c3ccccc23)cc1	91	96	83	87	79	80	72	102	92
CCOC(=O)N1CCC(C)CC1	104	107	107	89	101	111	103	109	114
N#CSCc1ccc(Cl)c(CSC#N)c1	28	59	20	18	6.1*	49	14	90	-7.5*
Oc1ccc(O)c(-[n+]2ccccc2)c1	107	107	97	105	94	108	93	99	112
CCCCn1c(=S)[nH]c2c(=O)n(C)c(=O)n(C)c21	112	114	109	109	118	113	105	113	104
C=CCC(C(=N)C(C#N)(CC=C)C1=CCCCC1)C1=CCCCC1 (stereo not given)	97	90	92	102	82	85	76	90	96
COc1ccc(/C=C2\CNCC3=C2Nc2nc(SC)[nH]c(=O)c2C3c2ccc(OC)cc2)cc1 (stereo not given)	100	87	102	100	93	97	86	95	97
CC(=O)/C(=C/c1cccc(C#N)c1)C(=O)c1ccccc1	51	103	63	76	89	90	71	103	119
Brc1cc2c(cc1C1OCCO1)OCO2	104	100	101	104	98	117	106	105	105
C#Cc1c(I)n(C2OC(CO[Si](C)(C)C(C)(C)C)C3OC(C)(C)OC32)c(=O)[nH]c1=O (stereo not given)	105	37	-98*	-9.3*	39	89	-50*	107	-88*
COc1ccc(C2=C/C(=C/c3ccc(-c4ccc(Cl)cc4)o3)C(=O)N2Cc2ccccc2)cc1	105	109	111	97	101	98	87	118	103
COc1ccc(-c2ccnc(/N=C(\N)Nc3ccc(S(=O)(=O)Nc4nc(C)cc(C)n4)cc3)n2)cc1	103	95	112	93	104	99	100	79	110
COC(C(=O)O)c1ccccc1 (stereo not given)	104	131	112	97	121	100	113	114	132
COc1ccc2[nH]cc(-c3cc(-c4ccc(OC)c(OC)c4)nc(N)c3C#N)c2c1	97	88	111	90	89	94	96	87	103
Cn1c(=O)c(C#N)c(-c2ccco2)n2c(SCC3CO3)nnc12 (stereo not given)	93	77	56	97	85	78	89	209	170
O=C1N=c2cc3c(cc2=C/C1=C/c1sc(=S)n(CCc2ccccc2)c1O)OCO3	100	103	98	94	105	100	92	104	104
NC1=NC(c2cccc(Cl)c2)c2c(n[nH]c2N)N1 (stereo not given)	99	102	92	94	89	·	90	106	119

A draw from above in order of SMILES length, smallest number first:
SMILES	KM12	IGROV1	SW-620	HCT-15	HT29	OVCAR-4	HCT-116	SK-OV-3	COLO 205
COC(C(=O)O)c1ccccc1 (stereo not given)	104	131	112	97	121	100	113	114	132
CN=S(=O)(OCCCCOS(=O)(=NC)c1ccc(C)cc1)c1ccc(C)cc1 (stereo not given)	100	98	115	97	98	105	105	90	108
COc1ccc2[nH]cc(-c3cc(-c4ccc(OC)c(OC)c4)nc(N)c3C#N)c2c1	97	88	111	90	89	94	96	87	103

A different layout for 4 compounds above.
Structure | KM12 | IGROV1 | SW-620 | HCT-15 | HT29 | OVCAR-4 | HCT-116 | SK-OV-3 | COLO 205
C=CCC(C(=N)C(C#N)(CC=C)C1=CCCCC1)C1=CCCCC1 (stereo not given) | 97 | 90 | 92 | 102 | 82 | 85 | 76 | 90 | 96
COc1ccc(/C=C2\CNCC3=C2Nc2nc(SC)[nH]c(=O)c2C3c2ccc(OC)cc2)cc1 (stereo not given) | 100 | 87 | 102 | 100 | 93 | 97 | 86 | 95 | 97
CC(=O)/C(=C/c1cccc(C#N)c1)C(=O)c1ccccc1 | 51 | 103 | 63 | 76 | 89 | 90 | 71 | 103 | 119
Brc1cc2c(cc1C1OCCO1)OCO2 | 104 | 100 | 101 | 104 | 98 | 117 | 106 | 105 | 105

The listing picks up, repeating the 3 entries before the break.
SMILES	KM12	IGROV1	SW-620	HCT-15	HT29	OVCAR-4	HCT-116	SK-OV-3	COLO 205
Cn1c(=O)c(C#N)c(-c2ccco2)n2c(SCC3CO3)nnc12 (stereo not given)	93	77	56	97	85	78	89	209	170
O=C1N=c2cc3c(cc2=C/C1=C/c1sc(=S)n(CCc2ccccc2)c1O)OCO3	100	103	98	94	105	100	92	104	104
NC1=NC(c2cccc(Cl)c2)c2c(n[nH]c2N)N1 (stereo not given)	99	102	92	94	89	·	90	106	119
COc1cc(/C=C(\C#N)C(=O)c2ccccc2)ccc1OCc1ccccc1	99	91	99	99	105	106	104	107	·
CC(C)[C@@H]1CC[C@@H](C)C[C@H]1N	103	95	101	104	105	93	100	101	103
CCNC1CN(CCCOC)S(=O)(=O)c2sc(S(N)(=O)=O)cc21 (stereo not given)	111	107	104	114	112	112	101	104	118
CCc1c(Cl)nc(N)nc1Nc1ccccc1C	108	111	99	103	119	88	107	106	111
BrCc1ccc(CCCc2ccc(CBr)cc2)cc1	103	114	101	100	102	108	99	98	106
NS(=O)(=O)c1ccc(-n2ncc3c(NC4CCCCC4)ncnc32)cc1	84	78	113	86	82	98	94	108	95
O=c1n(Cc2ccc3ccccc3c2)ccn1Cc1ccc2ccccc2c1	96	92	102	91	77	69	71	90	96
COC(=O)C1=CC(c2cc3ccccc3o2)=C(C#N)C(=O)NN1	102	75	97	105	106	102	101	104	111
CC(O)CNC(=O)C(C)NC(=O)c1ccc(Br)s1 (stereo not given)	97	102	103	102	91	106	116	106	112
O=C(CC1c2ccccc2NC(=O)N1Cc1ccccc1)Nc1ccccc1 (stereo not given)	96	85	114	101	94	93	91	101	116
CCCC[C@]1(O)C[C@H]2[C@@H]3CCc4cc(OC)ccc4[C@H]3CC[C@]2(C)[C@H]1O	72	104	104	60	52	88	101	115	105
COc1ccc(N=Nc2c(N)nn3c(-c4ccc(Br)cc4)ccnc23)cc1	103	106	111	105	102	108	100	113	128
CCOC(=O)/C=C/c1c(OC)cc(OC)cc1OC	103	111	103	109	102	106	101	112	110
COc1cc2nnn3c4ncccc4c(N=O)c3c2cc1OC	87	·	46	83	58	50	29	104	102
CCOC(=O)c1cnn2c1NC(c1ccc(F)cc1)C2 (stereo not given)	103	105	102	97	109	94	102	·	·
CN(C)CC(=O)Nc1ccc2ncnc(Nc3ccc(Oc4cccc(C(F)(F)F)c4)c(Cl)c3)c2c1	55	8.2*	65	1.6*	2.6*	52	44	20	36
Cn1cc(-c2csc(-c3cn(CCOC(N)=O)c4ccccc34)n2)c2cccnc21	67	78	68	64	48	102	86	95	78
O=C1/C(=C/c2ccc(-c3cccc(C(F)(F)F)c3)o2)SC(=S)N1CCN1CCOCC1	108	103	100	98	107	96	102	90	103
CCOc1ccccc1-n1c(C2=C(O)c3ccccc3C2=O)nnc1-c1ccccc1	101	105	100	93	89	110	92	98	117
CCCCN(CCO)C(=O)c1ccc([N+](=O)[O-])cc1	98	118	98	96	114	115	104	103	112
O=C(Oc1cccc2ccccc12)c1ccccc1	109	114	108	104	108	141	103	122	118
CN(C)Cc1c[nH]c2nccnc12	114	108	105	105	92	·	113	105	123
CC(C)NCC(O)COc1ccc(O)c(O)c1 (stereo not given)	95	152	104	103	120	114	101	105	117
CC(C)(C)c1ccc(C(=O)Nc2sc3c(c2C(N)=O)CC/C(=N\O)C3)cc1	7.0*	28	18	10	5.9*	10	11	35	4.4*
Cn1cc(C(Nc2nc(-c3ccccc3)cs2)c2ccc(Br)cc2)c2ccccc21 (stereo not given)	84	91	93	91	83	99	73	92	99
CN1C(=O)/C(=C/c2ccc(C(=O)Nc3ncc(Cc4ccccc4Cl)s3)cc2)SC1=S	46	79	62	42	70	70	64	81	86
CC(=O)O[C@H]1C[C@@]2(C)[C@@H](CC(=O)[C@H]3[C@@]4(C)CC[C@H](NCc5ccccc5)[C@@H](C)[C@@H]4CC[C@@]32C)/C1=C(\CCC=C(C)C)C(=O)O	104	92	102	96	98	94	92	·	103
O=S(=O)(OCCCCCCCOS(=O)(=O)c1ccc(F)cc1)c1ccc(F)cc1	101	95	95	98	97	102	110	99	99
CCOC(=O)/C(C#N)=C/c1ccc(OC)cc1	111	109	94	107	111	104	95	94	104
O=C1CCCc2nc(Nc3ccc(S(=O)(=O)Nc4ccc([N+](=O)[O-])cc4)cc3)ncc21	98	98	102	103	118	107	108	109	121

Already shown: seven of the compounds above.
SMILES	KM12	IGROV1	SW-620	HCT-15	HT29	OVCAR-4	HCT-116	SK-OV-3	COLO 205
COc1cc(/C=C(\C#N)C(=O)c2ccccc2)ccc1OCc1ccccc1	99	91	99	99	105	106	104	107	·
CC(C)[C@@H]1CC[C@@H](C)C[C@H]1N	103	95	101	104	105	93	100	101	103
CCNC1CN(CCCOC)S(=O)(=O)c2sc(S(N)(=O)=O)cc21 (stereo not given)	111	107	104	114	112	112	101	104	118
CCc1c(Cl)nc(N)nc1Nc1ccccc1C	108	111	99	103	119	88	107	106	111
BrCc1ccc(CCCc2ccc(CBr)cc2)cc1	103	114	101	100	102	108	99	98	106
NS(=O)(=O)c1ccc(-n2ncc3c(NC4CCCCC4)ncnc32)cc1	84	78	113	86	82	98	94	108	95
O=c1n(Cc2ccc3ccccc3c2)ccn1Cc1ccc2ccccc2c1	96	92	102	91	77	69	71	90	96
